# GPR35 arrestin U2OS: inhibition of zaprinast-stimulated GPR35 beta-arrestin translocation – imaging, U2OS, beta-arrestin-GFP, zaprinast agonist, primary screen (AID 2058). U2OS GPR35 beta-arrestin-GFP translocation imaging, zaprinast antagonism; higher % means a stronger effect. one-dose inhibition, % at 10 µM; IC50 in µM for titrated hits. actives 0.052% (n = 290,000);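 active = inhibition of at least 50% with at least 30 cells and total cytoplasm GFP at most 10,000,000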
# KOR beta-arrestin-1: KOR agonists, beta-arrestin recruitment, primary screen, cell-based, luminescence, uHTS (AID 1777); KOR beta-arrestin recruitment, luminescence; higher % means a stronger effect; actives 0.02% (n = 280,000); activation, % at 10 µM; hits with a dose series show EC50 in µM; in the data active = activation above about 50%, passing the limit was not always enough; also: a part of the inactive calls stands beside numbers as strong as those of hits
# Rac1 GTP hydrolysis: MgcRacGAP GTPase-activating activity inhibitors, confirmation, biochemical, ADP Hunter fluorescence; MgcRacGAP-stimulated Rac1 GTP hydrolysis, ADP Hunter fluorescence; higher % means a stronger effect; GST-tagged Rac1 F28L mutant substrate; inhibition, % at 30 µM; hits with a dose series show IC50 in µM; actives 0.6% (n = 340,000); AID 624330;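 active = first-screen hits whose inhibition reached a set limit at any dose in the follow-up dose series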;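 also: fluorescence reports GDP produced by GAP-driven GTP hydrolysis; strong numbers were not always called active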
# GPR55 activation: selective activators of receptor GPR55 – imaging, U2OS cells, beta-arrestin-GFP redistribution, primary screen (AID 1961). U2OS GPR55 beta-arrestin-GFP redistribution imaging; higher % means a stronger effect. activation, % at 10 µM, or EC50 in µM where a hit was titrated. actives 0.048% (n = 290,000);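 active = activation above 40% with more than 50 cells counted in the well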;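 also: U2OS osteosarcoma cells stably expressing GPR55 and beta-arrestin-GFP; plate controls were DMSO negative control for no effect and LPI positive control for full effect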
# KOR beta-arrestin-2: KOR antagonists, beta-arrestin recruitment, cell-based, luminescence, uHTS (AID 1778) | KOR beta-arrestin recruitment, luminescence, antagonist mode; higher % means a stronger effect | one-dose inhibition, % at 10 µM; IC50 in µM for titrated hits | actives 0.091% (n = 290,000); in the data active = inhibition above about 50%; also: strong numbers were not always called active
# NTR1 ag: agonists of NTR1, primary screen, imaging, U2OS cells, beta-arrestin-GFP, high content (AID 493036) | actives 0.17% (n = 330,000) | NTR1-U2OS beta-arrestin-GFP spot imaging, agonist mode | activation, % at 20 µM | P30989;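 active = activation at or above 40% of the spot to cytoplasm intensity ratio, with at least 20 cells analyzed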;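 also: 0% = DMSO without peptide and 100% = 100 nM NTR1 peptide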
# Target sequence (P30989 whole entry, looked up): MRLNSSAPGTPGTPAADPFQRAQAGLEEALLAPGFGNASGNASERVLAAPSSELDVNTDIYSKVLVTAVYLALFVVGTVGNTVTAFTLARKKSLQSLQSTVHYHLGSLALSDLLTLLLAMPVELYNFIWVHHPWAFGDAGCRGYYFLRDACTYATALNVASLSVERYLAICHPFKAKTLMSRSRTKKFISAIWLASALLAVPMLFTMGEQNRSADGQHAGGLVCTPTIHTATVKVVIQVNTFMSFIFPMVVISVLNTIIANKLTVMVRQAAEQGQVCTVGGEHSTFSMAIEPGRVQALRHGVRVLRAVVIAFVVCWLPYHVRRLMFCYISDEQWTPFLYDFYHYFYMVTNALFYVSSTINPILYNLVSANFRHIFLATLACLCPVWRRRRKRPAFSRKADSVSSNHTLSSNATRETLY
# K1F lysis inhibition: protection from phage-mediated lysis, alamar blue read-out – E. coli UTI89, K1F phage, bacterial capsule biogenesis inhibitors (AID 488966). E. coli UTI89 K1F phage lysis, alamar blue, 2 h; higher % means a stronger effect. inhibition, % at 100 µM, or IC50 in µM where a hit was titrated. actives 0.02% (n = 340,000);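 active = phage lysis inhibition, versus mean bacterial control, above a set limit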;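 also: capsule biogenesis inhibitors block K1F phage lysis so surviving cells raise fluorescence; higher fluorescence means more inhibition of phage lysis; actives were called in the ten point dose series up to 300 µM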
# GPR55 LPI antagonism: inhibition of LPI-stimulated GPR55 beta-arrestin translocation – imaging, U2OS, beta-arrestin-GFP, LPI agonist, primary screen (AID 2013) | inhibition, % at 10 µM, or IC50 in µM where a hit was titrated | U2OS GPR55 beta-arrestin-GFP translocation imaging, LPI antagonism; higher % means a stronger effect | actives 0.13% (n = 290,000);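 active = spots per cell inhibited over 60%, with over 100 cells counted and total cytoplasm intensity under 500,000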;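 also: U2OS cells stably carrying GPR55 and arrestin-GFP stimulated by 5 µM LPI near EC80; imaged beta-arrestin-GFP aggregate spots per cell after agonist stimulation; plate controls were LPI-stimulated DMSO wells for no effect and DMSO wells without LPI for full effect; some results filed as inactive read as strong as hits; confirmed hits need IC50 under 10 µM and bright autofluorescent wells are also inconclusive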
# NOD1 NF-kB reporter: inhibition of NOD1-driven NF-kB reporter – cell-based, luminescence, uHTS, primary screen (AID 1578) | NOD1-driven NF-kB luciferase reporter cells, luminescence; higher % means a stronger effect | actives 1% (n = 290,000) | one-dose inhibition, % at 4 µM; EC50 in µM for titrated hits; in the data active = inhibition mostly above about 36%, no sharp cut-off; inactive = mostly below about 34%;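 also: HEK-293T reporter cells stimulated with the NOD1 agonist gamma-tri-DAP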
# NTR1 ag cell count 20 µM: second read-out of NTR1 ag, no call of its own (marks repeat the call); cell count; measured here: cell count, cytotoxicity flag
# Numbers without * were called inactive; · = no result given; [ ] = dose if it differs, or a comment. This is a subset; the hit share may differ from the screen's.
SMILES,GPR35 arrestin U2OS,KOR beta-arrestin-1,Rac1 GTP hydrolysis,GPR55 activation,KOR beta-arrestin-2,NTR1 ag,NTR1 ag cell count 20 µM,K1F lysis inhibition,GPR55 LPI antagonism,NOD1 NF-kB reporter
COc1ccc(-n2cc(-c3ccccc3)c3c(NCCCN4CCOCC4)ncnc32)cc1,-14%,6.1%,4%,0.2%,-2%,1.3,70,0.1%,10%,15%
COc1ccc(NC(=S)NC(=O)/C=C/c2ccco2)c(OC)c1,-2%,-3.7%,16%,-0.2%,3%[20 µM],1.3,70,0.1%,-1%,12%
CCOC(=O)Nc1ccc(C)cc1NC(=O)OCC,5%,4.9%,3%,-0.1%,7%,0.0,65,5.4%,8%,14%
COc1cc2c(cc1NC(=O)C(C)Sc1nc3ccccc3n1C)oc1ccccc12 (stereo not drawn),-8%,-2.5%,6%,0.3%,9%,2.3,62,2.6%,13%,9%
CCc1nnc(NC(=O)c2cccc(S(=O)(=O)N3CCN(c4ccccc4)CC3)c2)s1,-5%,4.4%,12%,-0.1%,-29%,2.5,63,2.5%,-12%,32%
COc1ccc(/C=C2\Oc3cc(OCC(=O)N4CCC[C@H]4C(=O)O)ccc3C2=O)c(OC)c1,-6%,4.6%,5%,0.2%,10%[20 µM],3.9,89,1.7%,-6%,-36%
COc1ccc(C[C@H]2CN3C(=NC[C@H]3Cc3ccccc3)N2CCNC(=O)c2ccc(C)c(Br)c2)cc1,-27%,0.6%,8%,0.7%,43%,12,35,-5.4%,22%,2%
CCC(=O)c1c[nH]c(C(=O)NCCCn2ccnc2)c1,3%,-1.8%,8%,0.2%,-2%,1.1,60,0.3%,3%,-21%
CC(NCc1ccc2c(c1)OCO2)C(=O)NC1CCCc2ccccc21 (stereo not drawn),-5%,-1.4%,14%,-0.1%,-6%,0.0,44,0.2%,13%,-15%
COc1cccc(C2(O)CCN(C(=O)Cc3cccnc3)CC2)c1,-6%,-2.8%,8%,-0.1%,23%,1.5,46,0.8%,-3%,15%
CCc1nnc(NC(=O)c2cc(S(=O)(=O)N(CC)CC)ccc2Cl)s1,8%,3.0%,0%,0.3%,9%,-0.3,65,-2.3%,-4%,-3%
COc1cc(OC)c(-c2nn3c(-c4ccncc4)nnc3s2)cc1OC,6%,8.9%,·,-0.2%,16%,·,·,·,3%,-10%

# Ordered by formula weight (low to high): three of the compounds above.
SMILES,GPR35 arrestin U2OS,KOR beta-arrestin-1,Rac1 GTP hydrolysis,GPR55 activation,KOR beta-arrestin-2,NTR1 ag,NTR1 ag cell count 20 µM,K1F lysis inhibition,GPR55 LPI antagonism,NOD1 NF-kB reporter
CC(NCc1ccc2c(c1)OCO2)C(=O)NC1CCCc2ccccc21 (stereo not drawn),-5%,-1.4%,14%,-0.1%,-6%,0.0,44,0.2%,13%,-15%
COc1cc(OC)c(-c2nn3c(-c4ccncc4)nnc3s2)cc1OC,6%,8.9%,·,-0.2%,16%,·,·,·,3%,-10%
COc1cc2c(cc1NC(=O)C(C)Sc1nc3ccccc3n1C)oc1ccccc12 (stereo not drawn),-8%,-2.5%,6%,0.3%,9%,2.3,62,2.6%,13%,9%

# (continued)
SMILES,GPR35 arrestin U2OS,KOR beta-arrestin-1,Rac1 GTP hydrolysis,GPR55 activation,KOR beta-arrestin-2,NTR1 ag,NTR1 ag cell count 20 µM,K1F lysis inhibition,GPR55 LPI antagonism,NOD1 NF-kB reporter
Cc1cccc(C(=O)NCc2ccco2)c1,2%,1.2%,8%,-0.2%,-35%[20 µM],-0.5,74,0.1%,-5%,-26%
CCC(C)(C)n1nnnc1C(c1ccc(O)c(OC)c1)N1CCc2ccccc2C1 (stereo not drawn),11%,-3.1%,-7%,0.0%,20%,-0.3,51,-1.6%,-1%,1%
Cc1cccc(N2C(=O)N3[C@H](c4ccc(F)cc4)[C@@H]4C(=O)N(C5CCCCC5)C(=O)[C@@H]4[C@]3(Cc3ccc(Cl)cc3)C2=O)c1,-8%,-1.6%,-1%,-0.1%,-17%[20 µM],1.8,52,0.8%,9%,7%
O=C(CCCn1c(=O)oc2ccccc21)N1CCN(c2ccccn2)CC1,24%,-5.5%,4%,0.3%,6%,1.0,38,-0.8%,-5%,2%
COc1cc(/C=C(\CC(=O)O)c2nc3ccccc3s2)cc(OC)c1O,2%,-2.3%,18%,-0.5%,-17%,0.4,66,-0.2%,-4%,-39%
CCc1ccc(C(=O)NNc2ccccc2F)cc1,-6%,5.6%,-13%,-0.2%,21%,-0.4,61,-0.8%,-3%,-12%
O=C(CN1C(=O)N/C(=C\c2ccccc2OCc2ccc(C(=O)O)cc2)C1=O)Nc1ccc(F)cc1,-14%,0.2%,-5%,0.0%,-25%,-0.5,41,0.0%,-3%,-42%
O=C(NNS(=O)(=O)c1ccccc1F)c1ccccc1-n1cccc1,1%,-2.7%,-2%,-0.1%,8%,-0.5,66,-0.1%[50 µM],6%,-12%
Cn1c(=O)c(=O)n(C)c2cc(S(=O)(=O)N3CCN(Cc4ccccc4)CC3)ccc21,0%,0.8%,7%,-0.1%,3%,0.0,79,0.1%,20%,-19%
O=C(O)c1nc(NCc2ccccc2)ncc1Cl,9%,39%,5%,0.0%,-24%,0.6,85,0.3%,10%,-8%
Cc1[nH]n(-c2ccccc2)c(=O)c1/C=C1/C=c2ccccc2=N1,1%,-5.8%,1%,-0.1%,12%,·,·,1.2%,-14%,-22%
COc1ccc(/C=N/N2CCN(c3ccccc3OC)CC2)cc1Br,-14%,-1.4%,5%,0.1%,-26%[20 µM],5.1,74,-2.1%,3%,-23%
C=CCOc1c(Br)cc(/C=N/n2c(CC)n[nH]c2=S)cc1Br,11%,0.4%,10%,0.2%,-118%,35,76,0.6%[50 µM],-4%,7%
O=C(Oc1ccc(C(=S)N2CCOCC2)cc1)c1cccc(Cl)c1,12%,1.3%,15%,0.2%,-36%,1.3,61,1.2%,7%,-46%
COc1ccc(CCNC(=O)CSc2ccccn2)cc1OC,-7%,-3.0%,8%,-0.4%,3%,1.6,53,0.1%,10%,-12%
C=C(C)COc1ccc2c(C)c(CC(=O)N3C[C@H]4C[C@@H](C3)c3cccc(=O)n3C4)c(=O)oc2c1,4%,-3.6%,3%,-0.2%,15%[20 µM],1.3,86,6.0%,-2%,-15%
COc1ccc(C2CC(=O)C3=C(C2)Nc2ccccc2N(C(=O)CCC(=O)O)C3c2ccc(F)cc2)cc1 (stereo not drawn),9%,4.5%,9%,0.3%,-22%,2.6,62,-0.2%,2%,-15%
Cc1noc(C)c1COC(=O)CCOc1ccccc1,20%,3.5%,6%,-1.0%,28%,-1.0,88,-0.1%,5%,6%
CC(=O)Nc1ccc2c3c(cccc13)C(=O)N(c1ccccc1)C2=O,-9%,-2.0%,7%,0.3%,17%,-1.4,29,-0.2%,5%,-30%
CCc1cc(=O)oc2cc(C)cc(OC(C)C(=O)NCc3cccnc3)c12 (stereo not drawn),-5%,0.8%,7%,-0.1%,-66%,-1.3,65,0.2%,6%,-14%
COCCNCCOCCOc1cccc(OC)c1,0%,-4.4%,3%,-0.2%,31%,-1.0,55,3.0%,11%,-4%
CCOc1ccc(N(Cc2cc3ccc(C)cc3[nH]c2=O)S(=O)(=O)c2ccccc2)cc1,-17%,3.1%,7%,0.5%,-47%,4.6,62,2.1%,-15%,-28%
CCn1c(C(O)c2cccc(OC)c2OC)nc2ccccc21 (stereo not drawn),-6%,-3.5%,11%,-0.2%,2%,-1.7,37,1.8%,2%,-4%
O=C(CCC(=O)NNC(=S)Nc1ccccc1)NCc1ccccc1,14%,-6.5%,9%,0.3%,36%,-1.4,48,0.7%,13%,0%
CSc1ccc(/C=C(\NC(=O)c2ccc(C)cc2)C(=O)NN)cc1,2%,2.8%,·,-0.1%,-1%,1.0,48,·,-15%,-2%
CC(CNC(=O)CCc1nnc(CCC2CCCCC2)o1)c1ccccc1 (stereo not drawn),10%,-4.0%,0%,-0.1%,-4%,-0.9,30,0.4%,4%,-56%
O=[N+]([O-])c1ccccc1/C=N/N1CCN(Cc2ccccc2)CC1,3%,-1.6%,8%,-0.1%,-16%[20 µM],-0.5,72,0.3%,-18%,10%
Cc1ccc(N=CNc2ccc(C)cc2C)c(C)c1,1%,·,·,-0.1%,15%,0.8,38,·,20%,-4%
CC(=O)c1c(N)c(C#N)c(C)n1-c1ccc(Br)cc1,4%,-1.7%,7%,0.2%,26%,0.4,51,1.8%,17%,-10%
CCn1cc(C(=O)NCCc2ccc(Cl)cc2)c(=O)c2cc(S(=O)(=O)N(C)C)ccc21,-4%,-2.3%,-2%,-0.1%,1%,5.8,92,0.2%,9%,-11%
Cc1sc2ncnc(NCC3CCCO3)c2c1C (stereo not drawn),-4%,0.1%,18%,-0.1%,33%,2.6,48,1.8%,10%,27%
COc1cc(SC)ccc1C(=O)Nc1ccc(S(=O)(=O)N2CCCC2)cc1,-2%,121%,-1%,-0.2%,-22%,2.0,45,5.2%,-5%,-58%
CCCOc1ccc(C(CC(=O)O)NC(=O)c2sc3ccccc3c2Cl)cc1 (stereo not drawn),-5%,-17%,2%,-0.3%,34%,-0.8,35,-3.1%,12%,35%
Cc1ccc(C)c(OC(=O)c2cccnc2Cl)c1C,13%,-1.1%,-4%,-0.1%,8%,0.3,71,0.1%,2%,10%
C=CCNC(=O)c1ccccc1SCc1c(C)noc1C,-20%,0.4%,6%,-0.2%,5%,1.8,58,0.1%,24%,-21%
O=P(O)(Cc1ccccc1)Cc1ccccc1,-4%,3.3%,7%,0.0%,-15%[20 µM],1.8,62,-0.8%,7%,30%
C/C(=N/NC(=O)CCC(=O)Nc1cccc(Cl)c1)c1ccc(C)cc1,8%,-0.8%,4%,-0.5%,5%,2.1,66,2.2%[50 µM],-5%,-23%
O=c1cc(O)c2ccccc2[nH]1,20%,-3.0%,5%,-0.2%,-5%,0.4,38,0.4%,-8%,-43%
CN(C1=C(NC(=O)c2ccccc2)C(=O)c2ccccc2C1=O)C1CCS(=O)(=O)C1 (stereo not drawn),-18%,7.7%,10%,-0.3%,-22%,-1.7,84,0.3%,3%,-26%
Cc1noc(C)c1S(=O)(=O)N1CCC(C(=O)Nc2ccc(Br)cc2)CC1,-12%,3.5%,9%,-0.2%,-32%,1.8,79,0.0%,15%,-11%
O=C(/C=C/c1ccc(O)cc1)c1ccc(NC2=C(N3CCCCC3)C(=O)c3ccccc3C2=O)cc1,-1%,2.2%,19%,0.3%,16%,1.0,54,-0.5%,4%,53%
CCOC(=O)c1c(N)sc2c1CCSC2,3%,-3.4%,16%,0.3%,-5%,5.0,58,0.0%,-16%,6%
Cc1nn(-c2ccccc2)c(C)c1-c1ccccc1O,1%,-2.4%,10%,-0.2%,-25%,1.1,40,0.3%,-9%,-5%

# From PubChem BioAssay
